# CRFR2-BP ag = CRF-BP/CRF-R2 complex agonism. HEK293 CRF-R2/CRF-BP, calcium dye fluorescence (FLIPR); percent of saturating CRF peptide response. activation, % at 13.2 µM. AID 588473. 350,000 compounds, 0.46% hits;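 active = activation of at least 50%, plus an integration ratio under a set limit after plate pattern correction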;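 also: plate controls were neutral control wells without compound for no effect and CRF at EC100 for full effect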
# GalR3 antagonist = blocks the human galanin receptor 3. O60755. HEK293 GalR3-CNG cAMP membrane potential fluorescence; galR3 body fused to GalR1 C-terminus. inhibition, % at 3 µM. 360,000 compounds, 0.44% hits. AID 651719;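 active = inhibition above the screen-wide average plus 3 SD, cut at about 13% in these data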;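 also: forskolin and galanin both at EC90 stimulate the cells; cAMP rise reported by CNG channel membrane potential dye signal; 0% = forskolin plus galanin with DMSO and 100% = forskolin alone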
# Target sequence (O60755 1-299 limits assumed): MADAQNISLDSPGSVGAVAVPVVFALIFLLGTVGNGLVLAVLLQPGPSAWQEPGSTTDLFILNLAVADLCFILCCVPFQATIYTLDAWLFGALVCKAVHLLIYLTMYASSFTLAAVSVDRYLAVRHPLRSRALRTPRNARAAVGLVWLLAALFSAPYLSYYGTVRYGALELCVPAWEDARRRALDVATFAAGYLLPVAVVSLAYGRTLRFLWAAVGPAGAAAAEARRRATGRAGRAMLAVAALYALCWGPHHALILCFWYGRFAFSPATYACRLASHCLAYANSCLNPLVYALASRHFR
# CRFR2-BP antag = CRF-BP/CRF-R2 complex antagonism | HEK293 CRF-R2/CRF-BP, CRF-induced calcium fluorescence | inhibition, % at 11.8 µM | 350,000 compounds, 0.59% hits | AID 588475;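 active = inhibition of the ligand-induced calcium signal above about 50% at the single tested concentration, limit read from the data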
# Numbers without * were called inactive; & = joins results of further samples. A portion of the library, so the mix of outcomes need not match the whole.
SMILES,CRFR2-BP ag,GalR3 antagonist,CRFR2-BP antag
CC(=O)Nc1ccc(NC(=O)C(C)OC(=O)c2ccc(S(=O)(=O)N3CCCCCC3)cc2)cc1 (centres undefined),-2.0,-5,16
COc1ccc(Cc2nnc(SCC(=O)c3ccc4c(c3)NC(=O)CO4)o2)cc1,2.8,-4,5
CNC(=O)c1c(NC(=O)c2ccco2)sc(C)c1C,-2.1,-4,13
COC1OC2COC(c3ccccc3)OC2C2OC(c3ccccc3)OC12 (centres undefined),5.2,-3,-10
COc1ccc(-c2cc(-c3ccccc3)nc(N)n2)c(O)c1,1.8,-5,10
COc1ccccc1CNC(=O)COC(=O)Cc1ccc(Br)cc1,-7.1,-6,16
Nn1c(SCC(=O)Nc2c(Cl)cccc2Cl)nncc1=O,1.1,-3,-7
COc1cccc(C2=CC(=O)C(C(C)(C)C)N2C(C)(C)C)c1 (centres undefined),-3.1,-5,2
O=C(CN(Cc1ccco1)C(=O)c1ccc([N+](=O)[O-])cc1)Nc1ccccc1C(F)(F)F,-1.4,-1,-2
CC1=C(C(=O)N(C)C)CC(CC(=O)NCCc2ccccn2)C(=O)N1Cc1ccc(F)cc1 (centres undefined),-2.6,-7,6
COCCN(C(=O)COC(=O)c1cc(C)oc1C)c1c(N)n(Cc2ccccc2)c(=O)[nH]c1=O,-0.4,0,-4
COc1cc(-c2nnc(NC(=O)CCS(=O)(=O)c3ccccc3)o2)cc(OC)c1OC,0.0,-6,3
COc1ccc(/C=C/C(=O)OCC(=O)c2ccccc2F)cc1,24,-4,36
CCCCC1CCC(C(=O)N(CC(C)C)c2c(N)n(CCCC)c(=O)[nH]c2=O)CC1 (centres undefined),2.0,-4,17
CC(=O)C1(C)CCC2C3C=C(C)C4=CC(=O)CCC4(C)C3CCC21C (centres undefined),-5.0,-3,9
O=C(NCCCCNC(=O)c1ccccc1Br)c1ccccc1Br,-0.7,-5,10
O=S(=O)(c1ccc(Cl)nc1)N1CCOCC1,3.7,3,-2
COc1ccc(-c2ccc(CN3C(CC(C)C)C(=O)N(Cc4cn(CC5CCCCC5)nn4)CCS3(=O)=O)cc2)cc1OC (centres undefined),0.5,3,20
COc1ccc(CCN2CC(C(=O)NCCCc3ccncc3)CCC2=O)cc1 (centres undefined),1.0,1,6
Cc1ccc(S(=O)(=O)N2CCC[C@H]2C(=O)NC2CCCCC2)cc1,1.1,-5,-1
Cc1ccc(NC(=O)CN(C)C(=O)c2cccc(S(=O)(=O)N3CCc4ccccc4C3)c2)cc1,-1.9,-8,10
CCN(CC)c1ccc2cc(-c3nc(-c4cc5ccccc5oc4=O)cs3)c(=O)oc2c1,195*,-5,-129
Cc1ccc(NC(=O)CN(C)CC(=O)N(C)Cc2ccccc2)cc1,-0.6,-3,-8
CCC1(CC)NC(=O)N(CC(=O)N2CCc3ccccc32)C1=O,-0.2,-5,15
Cc1cccc(OCC(=O)NCc2n[nH]c(=O)c3ccccc23)c1,-1.2,-5,4
CN(C)CCCNC(=O)C(=O)Nc1ccc2c(c1)N(S(=O)(=O)c1cccs1)CCC2,6.2,-4,-5
COc1ccc2[nH]c(=O)c(CN(C(C)=O)c3cc(C)ccc3C)cc2c1,0.8,-7,2
CN(C)c1ccc2c(c1[N+](=O)[O-])Cc1ccccc1-2,-1.8,-3,-4
Cc1ccccc1-c1cc2nc(C)c(Cl)c(=O)n2[nH]1,-1.3,-5,9
CCC[C@H]1CC(=O)C=C(c2ccsc2)ON1C(=O)OC(C)(C)C,-1.6,-8,-11
CSC(=Nc1ccccc1)N=C(SCc1ccccc1)N(C)C,26,13,-67
O=C(c1cccc(S(=O)(=O)N2CCCC2)c1)N1CCCC(C(F)(F)F)C1 (centres undefined),0.4,1,-3
COc1cccc(/C=C/C(=O)OCC(=O)NCC2CCCCC2)c1OC,-2.4,-4,0
COc1ccccc1OCC(=O)Nc1ccc(N2CCOCC2)cc1N1CCOCC1,-0.9,-2,3
COc1ccccc1NC(=O)C(C)N1C(=O)C2CCCCC2C1=O (centres undefined),-0.2,5,-7
CCc1ccc(Cn2ncc3c(C(=O)O)cc(C)nc32)cc1,-0.8,-2,8
COc1ccccc1CC(=O)Nc1cc(C)on1,-1.6,-7,4
O=C(CSc1nc(-c2ccccc2)c(-c2ccccc2)o1)N1CCCCC1,-1.8,-3,12
CCCn1nc(C(=O)Nc2ccc(-n3cnnn3)cc2)c2ccccc2c1=O,0.1,-3,7
COc1ccccc1NC(=O)c1cccc(S(=O)(=O)N2CCN(c3ccccc3)CC2)c1,-0.6,2,2
CCOC(=O)N1CCN(C(=O)c2ccc(CS(=O)c3cccc(C)c3)o2)CC1 (centres undefined),-0.7,-2,-6
CC(=O)c1cccc(NC(=O)C2CCCN2S(=O)(=O)c2cccs2)c1 (centres undefined),1.1,-5,1
CC1CNC(=S)N(c2ccccc2)C1=O (centres undefined),1.4,-5,-37
C[C@@]12C(=O)N(Cc3ccco3)CC(=O)N1[C@H]1c3ccccc3OC[C@@H]1[C@@H]2c1ccccc1,-1.3,-7,-4
CC(=O)c1ccc(OCC(=O)Nc2cccc(S(=O)(=O)N3CCCC3)c2)cc1,-1.1,-7,-11
O=C(N[C@@H](Cc1ccccc1)C(=O)OCc1ccccc1)c1ccco1,0.3,-1,3
COc1ccccc1NC(=O)c1ccc(NC(=O)c2nc3nccc(C)n3n2)cc1,3.0,-7,-6
CCN(CC)S(=O)(=O)c1cccc(C(=O)N[C@H](C(=O)NC2=NCCS2)C(C)C)c1,-0.5,2,-4
CC(C#N)(NC(=O)CN1CCN(S(=O)(=O)c2cc(C(F)(F)F)ccc2Cl)CC1)C1CC1 (centres undefined),2.2,3,3
CCOc1ccccc1N1CCN(C(=O)CCNS(=O)(=O)c2ccccc2F)CC1,-2.5,-4,-7

# Three entries already listed, ordered by heavy-atom count, high to low:
SMILES,CRFR2-BP ag,GalR3 antagonist,CRFR2-BP antag
CCOC(=O)N1CCN(C(=O)c2ccc(CS(=O)c3cccc(C)c3)o2)CC1 (centres undefined),-0.7,-2,-6
O=C(N[C@@H](Cc1ccccc1)C(=O)OCc1ccccc1)c1ccco1,0.3,-1,3
CC(=O)c1cccc(NC(=O)C2CCCN2S(=O)(=O)c2cccs2)c1 (centres undefined),1.1,-5,1

# Going on with the list.
SMILES,CRFR2-BP ag,GalR3 antagonist,CRFR2-BP antag
C[C@@H]1CN([C@@H](C)CO)C(=O)c2cc(NC(=O)CCC(F)(F)F)ccc2O[C@H]1CN(C)Cc1ccc(Cl)c(Cl)c1,3.6,-4,33
COc1ccccc1N(C)S(=O)(=O)c1ccc(C(=O)N(C)Cc2ccc(Cl)s2)cc1,2.3,-5,-6
Cc1ccc(CNC(=O)Cn2cnc3c(OCc4ccccc4)ncnc32)o1,-0.3,-2,-13
COc1ccc2c3n(nc2c1)CCN=C3c1ccc(Cl)cc1,-2.1,-6,4
CCN(C[C@H]1N[C@@](CC)(C(=O)OC)[C@H]2C(=O)N(C)C(=O)[C@@H]12)C(=O)Nc1ccc(OC)cc1,0.1,-5,-3
COC1=C(OC)C(=O)C(Sc2ccc3ccccc3c2)=CC1=O,0.1,-4,-43
O=C1CC2(CCN(C(=O)c3cccc(Br)c3)CC2)Oc2ccccc21,3.4,-4,8
CC(C)N(Cc1ccccc1)C(=O)COC(=O)CCC(=O)c1ccc(F)cc1,-1.0,-1,1
COc1ccccc1C=NNC(=O)c1ccncc1,0.7,-1,11
COc1ccc(NC(=O)N(C)C[C@H]2Oc3ccc(NC(=O)C4CC4)cc3C(=O)N([C@H](C)CO)C[C@@H]2C)cc1,1.7,-8,-21

# Taken from above, 5 compounds:
SMILES,CRFR2-BP ag,GalR3 antagonist,CRFR2-BP antag
CCN(C[C@H]1N[C@@](CC)(C(=O)OC)[C@H]2C(=O)N(C)C(=O)[C@@H]12)C(=O)Nc1ccc(OC)cc1,0.1,-5,-3
COC1=C(OC)C(=O)C(Sc2ccc3ccccc3c2)=CC1=O,0.1,-4,-43
O=C1CC2(CCN(C(=O)c3cccc(Br)c3)CC2)Oc2ccccc21,3.4,-4,8
CC(C)N(Cc1ccccc1)C(=O)COC(=O)CCC(=O)c1ccc(F)cc1,-1.0,-1,1
COc1ccccc1C=NNC(=O)c1ccncc1,0.7,-1,11

# The listing picks up; the 2 compounds before the break are reprinted first.
SMILES,CRFR2-BP ag,GalR3 antagonist,CRFR2-BP antag
COc1ccccc1C=NNC(=O)c1ccncc1,0.7,-1,11
COc1ccc(NC(=O)N(C)C[C@H]2Oc3ccc(NC(=O)C4CC4)cc3C(=O)N([C@H](C)CO)C[C@@H]2C)cc1,1.7,-8,-21
Cc1ccc(S(=O)(=O)N2CCCC2CNC(=O)c2ccc3c(c2)OCO3)cc1 (centres undefined),-1.7,-1,-13
Cc1cccc(-n2nnnc2SCC(=O)NCC2(N3CCOCC3)CCCCC2)c1C,-1.0,-1,3
N#CC1(NC(=O)COc2ccc(C(N)=O)cc2)CCCC1,-1.2,-9,-6
CSCCC(NC(=O)c1ccccc1)C(=O)NCCCn1nc(C)cc1C (centres undefined),0.8,-4,-3
CSc1cccc(NC(=O)COC(=O)c2ccccn2)c1,-2.1,-5,-3
O=C(NCCN1CCOCC1)c1ccc(NS(=O)(=O)c2cccc([N+](=O)[O-])c2)cc1,1.6,-4,5
CCN1CCN(c2ccc(S(=O)(=O)N3CCOCC3)cc2NC(=O)C(C)Oc2ccc(Cl)cc2)CC1 (centres undefined),-1.4,-5,-4
CC(=O)Nc1ccc(NC(=O)C(C)OC(=O)c2cc(S(=O)(=O)N(C)C)ccc2N2CCCC2)cc1 (centres undefined),-0.8,-1,-3
Cc1cc(NC(=O)COC(=O)c2cc([N+](=O)[O-])ccc2N2CCOCC2)ccc1Br,1.0,-8,0
COc1ccc(Cl)cc1NC(=O)c1cccc(-n2cnnn2)c1,0.2,-3,-13
O=C(COC(=O)CCC1CCCC1)Nc1cc(S(=O)(=O)N2CCOCC2)ccc1Cl,-0.8,-4,8
COc1ccc(NC(=O)CSc2nnc3ccc(-c4ccccn4)nn23)cc1,0.3,-2,-7
CCN(CC)c1ccc(S(=O)(=O)N2CCOCC2)cc1NC(=O)CSc1ccccc1,0.7,-7,-2
O=C(CSc1ncn[nH]1)Nc1nc2c(F)c(F)c(F)cc2s1,-0.8,-6,-22
COc1ccc([C@H]2CC(=O)C=C(c3cc4ccccc4s3)C2)cc1OC,-1.7,-5,-1
CCOc1ccc(OCC)c(NC(=O)C2CCCN(C(=O)c3ccc(Cl)cc3)C2)c1 (centres undefined),0.6,-1,39
CCOC(=O)C1=C(COC(=O)c2ccccc2OC(F)F)NC(=O)NC1C (centres undefined),-1.0,-3,-9
COc1ccccc1NC(=O)N(C)C[C@H]1OCc2cnnn2CCCC(=O)N([C@H](C)CO)C[C@@H]1C,-0.2,-6,-7
O=C(NCCN1CCOCC1)C(=O)NCC1OCCN1S(=O)(=O)c1ccc(Cl)cc1 (centres undefined),0.2,-5,-14
COc1ccc(C=NNC(=S)NN=Cc2ccc(OC)c(OC)c2)cc1OC,1.3,16*,7
O=C(COC(=O)Cc1ccc(Cl)cc1)NC1CCCC1,0.8,-2,-2
Cc1ccc(NS(=O)(=O)c2ccc3c(c2)CCC(=O)N3)cc1,0.3,-5&-4,5
CN(C)c1cccc(C(=O)NNC(=O)C23CC4CC(CC(C4)C2)C3)c1,-1.9,-5,-5
COc1ccc(CNC(=O)C(C)Sc2nc3ccccc3c(=O)n2CC2CCCO2)cc1 (centres undefined),0.6,-4,37
COCCN(CC(=O)Nc1cccc(C)c1C)C(=O)C1(c2ccccc2)CC1,1.3,-5,5
Cc1ccc(C(=O)OCC(=O)NCCc2ccccc2)cc1C,-1.0,-4,0
OCC[C@H]1C[C@H](O)[C@@H](O)[C@]2(CCc3ccccc3O2)O1,1.5,-2,2
O=C(COC(=O)/C=C/c1ccc(C(F)(F)F)cc1)NCC1CCCCC1,0.2,-2,-9
CC(C)(C)NCCC(O)c1cc(C(F)(F)F)nc2c(C(F)(F)F)cccc12 (centres undefined),4.9,-8,-54
Cc1ccc(C(=O)NC(=S)N2CCCCCC2)cc1,-0.1,1,-7
Cc1ccccc1NC(=O)COC(=O)CCc1c[nH]c2ccccc12,-0.9,2,-2
O=C(NC(CC1CCCCC1)C(=O)O)c1ccccc1 (centres undefined),-1.1,-2,-3
COC(=O)c1ccc(NC(=O)c2ccccc2C(=O)Nc2ccc(C(=O)OC)cc2)cc1,-0.6,0,0
CC(C)CN(C(=O)COC(=O)c1cc2ccccc2cc1O)c1c(N)n(Cc2ccccc2)c(=O)[nH]c1=O,5.1,-3,-16
Cc1ccc(NC(=O)CSc2nnc(C)n2C2CC2)cc1S(=O)(=O)N1CCOCC1,2.1,-3,1
CCc1cccc(NC(=O)C2CCCN2S(=O)(=O)c2ccccc2C(F)(F)F)c1 (centres undefined),-0.1,-5,5
Cc1ccc(S(=O)(=O)N2CC3(O)CN(C(=O)OC(C)C)N(C(=O)OC(C)C)CC3(OC(=O)NCc3ccco3)C2)cc1 (centres undefined),-1.4,-7,-2
O=C(Cc1ccccn1)c1ccccc1,-2.2,-1,8
CC(NC(=O)c1cccc(S(=O)(=O)N2CCN(C)CC2)c1)c1ccc(Cl)cc1Cl (centres undefined),3.6,-3,-12
C[C@@H]1CN([C@H](C)CO)C(=O)CCCn2nncc2CO[C@H]1CN(C)C(=O)Nc1ccnc(N2CCOCC2)c1,0.3,-6,-15
CCc1ccc(OCC(=O)NNC(=O)Cc2ccc(S(=O)(=O)N3CCOCC3)s2)cc1,0.7,-1,-6
O=C(CN1CCN(S(=O)(=O)c2ccc(F)c(Cl)c2)CC1)N1CCNC1=O,2.9,-3,-11
Clc1ccc(C#Cc2cccnc2)cc1,-1.0,-4,2

# Screening data (PubChem BioAssay)
